Screening data as filed in PubChem.
WRN inhibitor = qHTS for Inhibitors of WRN Helicase; Potency, µM (highest dose often 114 µM), without a hit: top-dose activity change, negative = inhibition, hits mostly inhibitors; Bifunctional 3'-5' exonuclease/ATP-dependent helicase WRN (Homo sapiens), Q14191; WRN helicase unwinding, fluorescent forked duplex, kinetic; AID 651768, 2012; hit rate 0.46% among 360,000; further: potency means the concentration at half of the fitted maximal effect; on the % scale 0 is the no-effect control and ±100 the full control effect; nearly all actives have a fitted effect of over 55% in size
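Kinetic fluorescence helicase assay: unwinding of a quenched forked DNA duplex (100 nM final) with 2 mM ATP final raises red fluorescence (525/598 nm). Compounds sat 15 min at room temperature with 20 nM WRN beforehand.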
EPAC1 ag = qHTS for Agonist of cAMP-regulated guanine nucleotide exchange factor 3 (EPAC1): primary screen; hit rate 0.073% among 360,000; Potency, µM (top dose mostly 154 µM), for inactives: at the top dose activation, most hits filed as activators; EPAC1 agonist qHTS, biochemical assay; response scale: 100% = response to 6.5 mM cAMP; AID 720707, 2013; further: potency means the concentration at half of the fitted maximal effect; nearly all actives have a fitted effect of over 60% in size
Target sequence (O95398 whole entry, looked up): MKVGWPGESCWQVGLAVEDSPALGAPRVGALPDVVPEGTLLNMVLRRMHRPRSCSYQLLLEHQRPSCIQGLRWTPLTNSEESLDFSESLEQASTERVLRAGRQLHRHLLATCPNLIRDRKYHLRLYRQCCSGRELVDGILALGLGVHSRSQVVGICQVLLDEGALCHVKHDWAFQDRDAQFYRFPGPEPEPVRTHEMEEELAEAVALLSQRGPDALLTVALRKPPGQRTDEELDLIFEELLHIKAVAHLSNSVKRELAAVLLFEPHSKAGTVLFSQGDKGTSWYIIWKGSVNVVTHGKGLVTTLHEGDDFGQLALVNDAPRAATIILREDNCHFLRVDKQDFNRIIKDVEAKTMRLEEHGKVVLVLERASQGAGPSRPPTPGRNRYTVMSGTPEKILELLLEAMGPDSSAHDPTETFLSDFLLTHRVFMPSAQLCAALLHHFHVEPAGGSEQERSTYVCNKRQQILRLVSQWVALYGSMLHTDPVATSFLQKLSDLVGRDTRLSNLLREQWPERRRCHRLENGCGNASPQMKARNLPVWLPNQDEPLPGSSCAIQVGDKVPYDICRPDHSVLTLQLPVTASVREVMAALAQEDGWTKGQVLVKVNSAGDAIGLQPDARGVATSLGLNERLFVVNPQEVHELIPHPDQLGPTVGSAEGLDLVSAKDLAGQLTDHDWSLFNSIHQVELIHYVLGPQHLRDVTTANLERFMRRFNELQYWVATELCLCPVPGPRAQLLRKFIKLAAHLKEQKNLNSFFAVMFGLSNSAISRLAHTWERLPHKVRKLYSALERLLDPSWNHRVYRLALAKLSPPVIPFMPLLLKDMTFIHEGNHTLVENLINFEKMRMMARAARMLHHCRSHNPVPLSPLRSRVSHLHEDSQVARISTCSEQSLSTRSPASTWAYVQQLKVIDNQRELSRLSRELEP
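EPAC1 100 nM, Rap1B–BODIPY-GDP 250 nM, unlabeled GDP 50 uM; compound titration; 5 min RT; kinetic read ex480/em540 at 5-min intervals ×30 min; data normalized to 6.5 mM cAMP agonist control.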
EPAC1 antag = qHTS for Antagonist of cAMP-regulated guanine nucleotide exchange factor 3 (EPAC1): primary screen; Rap guanine nucleotide exchange factor 3 (Homo sapiens), O95398; EPAC1 GEF assay, Rap1b-BODIPY-GDP exchange fluorescence; Potency, µM (series often up to 115 µM), without a hit: at the highest dose activity change, negative = inhibition, actives largely listed as inhibitors; hit rate 0.14% among 360,000; AID 720709, 2013;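 further: potency means the concentration at half of the fitted maximal effect; plate controls were vehicle for no effect and positive control for full effect; nearly all actives have a fitted effect of over 50% in size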
IL2 activator = qHTS of IL-2 Activators. IL-2 activation reporter assay, cell-based qHTS; stimulated with anti-CD3/CD4/CD28 beads; in transgenic mouse T cells. activation, % (series mostly up to about 46 µM). hit rate 0.065% among 360,000; in the data active means activation above about 50%; inconclusive means mostly about 30% to 49%; further: 0% is about no effect
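Readout is EGFP and DsRed signal by fluorescent plate cytometry after 18 h at 37 degrees C. Transgenic mouse T cells (750/well) received compound for 60 min before bead stimulation (anti-CD3, anti-CD4, anti-CD28); memory T cells served as non-tolerant control.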
EPAC2 ag = qHTS for Agonist of cAMP-regulated guanine nucleotide exchange factor 4 (EPAC2): primary screen; Potency, µM (series often up to 154 µM), inactives show top-dose activation, actives largely listed as activators; Rap guanine nucleotide exchange factor 4 (Homo sapiens), Q8WZA2; AID 720711, 2013; EPAC2 activation, biochemical qHTS; response scale: 100% = 6.5 mM cAMP response; hit rate 0.079% among 360,000; further: potency means the concentration at half of the fitted maximal effect; nearly all actives have a fitted effect of over 50% in size
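Setup: EPAC2 100 nM, labeled Rap1B complex 250 nM, free GDP 50 uM. Compound titrations pinned in, brief spin, 5 min room temperature incubation. Kinetic fluorescence read over 30 min, normalized to 6.5 mM cAMP.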
PLK1 PBD inh = qHTS for Inhibitors of PLK1-PDB (polo-like kinase 1 - polo-box domain): Primary Screen; Plk1 PBD binding of FITC phosphopeptide, fluorescence polarization; Potency, µM, inactives show max response, negative = inhibition, hits mostly inhibitors; hit rate 2.8% among 360,000; AID 720504, 2013; further: potency means the concentration at half of the fitted maximal effect; series mostly up to about 57 µM; on the % scale 0 is the no-effect control and ±100 the full control effect; nearly all actives have a fitted effect of over 65% in size
PI5P4Ka inh = qHTS for Inhibitors of phosphatidylinositol 5-phosphate 4-kinase (PI5P4K) | Phosphatidylinositol 5-phosphate 4-kinase type-2 alpha (Homo sapiens), P48426 | PI5P4Kalpha enzyme, ADP-Glo luminescence, 60 min; stronger effect = lower value | max response, % | hit rate 1.2% among 330,000 | AID 652105, 2013; active means max response of -50% or lower; inconclusive means between -30% and -50%; inactive means -30% or higher; further: value at the top dose of about 77 µM; on the % scale 0 is the no-effect control and ±100 the full control effect
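Single end-point luminescence (ADP-Glo) quantified ADP from PI5P4Kalpha turnover; ATP 5 microM final, 1 h at RT, 0.1% CHAPS and 0.28 mM EGTA in HEPES pH 7.4.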
CCT chaperon mod = High-Throughput Screening for Modulators of Cytosolic Chaperonin Activity; purified chaperonin ATPase assay, HTRF ADP detection, 30 min; activity change, % (test concentration not listed), hits read low; hit rate 0.3% among 360,000; in the data active means activity change below about -30%; further: on the % scale 0 is the no-effect control and ±100 the full control effect
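TRiC at 40 or 20 nM final (batch-dependent) in 30 mM Tris pH 7.4, 100 mM KCl, 5 mM MgCl2, 1 mM DTT, with compound at single 76 uM and 10 uM ATP, 30 min at 37 deg C. ADP detected by HTRF Transcreener, 665/615 ratio.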
Starred values were filed as active, the others as inactive; ? = inconclusive; . = not tested or not shown; [ ] = dose if it differs, or a comment. Unless noted, the call rests on the fitted dose curve; in most records, active means well fitted curve in the direction sought with a large enough effect; inconclusive means small, poorly fitted or top-dose-only effect, or another doubt; inactive means no such curve, though single readings can be large; an effect the other way counts as inactive or inconclusive.

SMILES | WRN inhibitor | EPAC1 ag | EPAC1 antag | IL2 activator | EPAC2 ag | PLK1 PBD inh | PI5P4Ka inh | CCT chaperon mod
COc1cc(NC(=O)c2cc3cccc(OC)c3o2)cc(C(=O)Nc2cccc(C(F)(F)F)c2)c1 | -13.7% | 3.5% | ? | -0.5 | -5.0% | 5.3% | -3.6 | -0.2
O=C1C2C3C=CC(C3)C2C(=O)N1c1ccccc1 (configuration not stated) | 11.6% | 2.6% | 11.0% | -1.8 | -12.3% | -4.8% | . | -3.1
COC(=O)c1ccccc1NC(=O)c1cc2nc(C3CC3)cc(C(F)(F)F)n2n1 | -4.9%[57.1 µM] | 2.6% | 5.1% | -3.0 | -12.1% | -3.2% | . | -2.1
Cc1cccc(N2CC(C(=O)O)CC2=O)c1C (configuration not stated) | 0.0% | 9.3% | -5.8% | -2.0 | 4.1% | -2.7% | -1.6 | 0.2
CCNC(=O)COC(=O)/C=C/c1ccccc1[N+](=O)[O-] | -1.1% | 6.4% | 0.2% | -1.1 | 1.3% | -9.3% | 2.3 | -3.5
O=C(c1ccc(S(=O)(=O)N2CCCCC2)cc1)N1CCCC(C(F)(F)F)C1 (configuration not stated) | 10.0% | -6.9% | 13.7% | -1.8 | 0.7% | 1.4% | -0.7 | -1.5
COC(=O)c1ccccc1NC(=O)c1cccc(NC(=O)C(C)C)c1 | 0.1% | -3.0% | -8.8% | -2.0 | 7.2% | -7.2% | 0.5 | -0.7
O=C1CC(N2CCN(c3ccccc3Cl)CC2)C(=O)N1c1ccc(F)cc1 (configuration not stated) | -3.9%[57.1 µM] | 3.2% | -1.1% | -1.3 | 4.4% | -0.5% | . | -3.2
Cn1c(SCC(=O)c2ccc(-c3ccccc3)cc2)nnc1-c1ccco1 | -11.0% | 3.4% | -0.2% | -2.5 | 0.9% | -4.3% | -61.7* | -0.7
COc1ccccc1Nc1nc(Cl)nc(Nc2ccccc2OC)n1 | -3.5% | 16.2% | -24.3% | -0.6 | 14.0% | -5.1% | 8.9 | 0.5
CC(=O)NNC(=S)NC(=O)c1ccccc1 | 14.2% | -2.3% | -8.9% | -0.1 | -0.4% | -7.0% | 5.5 | 2.4
Cc1ccc(SCC(=O)NCc2ccccc2C)cc1 | -2.2% | 9.4% | -23.2% | 0.2 | 5.9% | -11.0% | 1.4 | -0.3
CC(C)(C)C(=O)Nc1ccc(Sc2ccc([N+](=O)[O-])cc2)cc1 | 1.5% | 9.3% | 5.6% | -3.3 | 16.4% | -9.9% | 15.7 | -3.5
CCc1cccc(CC)c1NC(=O)c1cc(CN2C(=O)c3ccccc3C2=O)ccc1OC | -5.7% | -7.1% | -12.4% | -1.4 | 5.1% | 5.8% | -0.4 | 2.0
CCc1ccccc1N=C1SCC(=O)N1C | 9.7% | -6.7% | 12.9% | 0.1 | 1.7% | -9.4% | -1.5 | -0.9
O=c1cc(-c2ccccc2)oc2ccc3ccccc3c12 | -8.4% | -0.2% | -24.2% | 1.4 | -6.5% | -13.0% | -4.7 | 0.4
O=C(COC(=O)c1ccc(Br)o1)c1ccc(S(=O)(=O)N2CCCCC2)cc1 | 2.1% | 4.9% | 2.5% | 3.7 | 15.9% | -8.3% | -14.3 | -2.2
COc1ccc(NC(=O)CN(C2CCCCC2)S(C)(=O)=O)cc1OC | 5.8%[57.1 µM] | -3.7% | 11.0% | -3.2 | 0.9% | -0.8% | -4.0 | -0.3
CC1CC(C)CN(C(=O)COC(=O)C2CCN(S(=O)(=O)c3ccc4c(c3)OCCO4)CC2)C1 (configuration not stated) | -8.3% | -21.0% | 0.8% | -0.6 | -9.8% | -1.3% | 3.9 | 2.5
O=C1C/C(=C\c2c(F)cccc2Cl)N2CCC1CC2 | 0.4% | 1.3% | -23.6% | 0.7 | 2.5% | -17.0% | -2.6 | -2.1
CC(C)c1nc(N2CCN(C(=O)c3ccco3)CC2)c2c3c(sc2n1)CCCC3 | -15.1%[57.1 µM] | 25.2% | -17.1% | -3.6 | 28.3% | -21.3% | . | -3.4
Cc1ccc(C(=O)NCC(=O)OC(C)C(=O)NCCC2=CCCCC2)cc1C (configuration not stated) | -15.8% | 2.6% | -8.3% | -0.7 | 12.4% | -13.3% | 8.1 | -2.5
CCOC(=O)C1CCN(S(=O)(=O)c2csc(C(N)=O)c2)CC1 | 8.2% | -5.4% | -1.7% | -2.0 | -6.5% | 9.0% | 7.3 | -0.8
O=C(Cn1cnc2c(nnn2Cc2ccc(Cl)cc2)c1=O)OCc1ccccc1 | -10.2% | 2.7% | -9.2% | -1.1 | 7.6% | 0.4% | . | -0.2
CC(Sc1nnc(C2CC2)n1C1CC1)C(=O)Nc1ccc(C(N)=O)cc1 (configuration not stated) | 2.8% | -0.3% | -5.2% | 2.2 | 9.6% | 0.3% | 0.1 | -0.2
Next part:
SMILES | WRN inhibitor | EPAC1 ag | EPAC1 antag | IL2 activator | EPAC2 ag | PLK1 PBD inh | PI5P4Ka inh | CCT chaperon mod
COc1cccc(N2CCN(C(=S)Nc3cc(C)cc(C)c3)CC2)c1 | -5.7% | -3.3% | ? | 4.0 | 5.9% | -1.5% | 0.0 | -0.3
O=C(CCNc1cccc(F)c1)c1cc2ccccc2o1 | -8.7% | 7.3% | -5.4% | -4.2 | -0.4% | ? | 1.6 | -0.7
COCCNC(=O)C/C(C)=N/NC(=O)C(=O)NC1CCCCC1 | -13.1% | 3.9% | -15.3% | -0.1 | -7.0% | 23.8µM* | -20.6 | -3.9
O=C(c1ccoc1)N1CCN(c2cc(-c3cccc(F)c3)nc3cc(-c4cccc(Cl)c4)nn23)CC1 | 2.6% | -2.6% | 5.9% | -2.3 | 7.9% | -17.2% | -11.1 | -2.9
Cc1ccc(-c2nc(CS(=O)CC(=O)NCCN3CCCC3)c(C)o2)cc1 (configuration not stated) | -0.6% | -9.7% | 5.1% | -2.5 | -4.7% | -4.3% | 6.9 | 1.5
Cc1nn(C(=O)c2cc3sccc3[nH]2)c(C)c1C | -1.3% | 0.9% | 1.7% | -1.0 | 2.5% | -1.6% | . | -1.8
NS(=O)(=O)c1cccc(NC(=O)COC(=O)Cc2ccc(S(=O)(=O)N3CCOCC3)s2)c1 | -7.4% | -2.4% | -0.6% | -0.4 | -3.2% | 1.0% | -16.7 | 0.2
CCN(CC)C(=O)Cn1cc(C(=O)C(=O)NCCCn2ccnc2)c2ccccc21 | 1.0% | 14.6% | -18.0% | -1.1 | 14.1% | -14.2% | -2.8 | -4.7
CN(C(=O)CCCN1C(=O)c2cccc3cccc(c23)C1=O)c1ccccc1 | -3.5% | 4.6% | 31.5%[activator] | 2.6 | 7.3% | -12.2% | 0.6 | -1.0
COc1ccc(-c2cn(-c3ccc(C)c(Cl)c3)c(=S)[nH]2)cc1OC | -18.1% | 7.6% | ? | 0.2 | -4.1% | 26.7µM* | -28.1 | 2.6
O=C(Nc1nnc(-c2ccco2)o1)c1ccc(Br)s1 | -1.2% | -6.5% | 14.0% | -1.3 | 1.1% | 7.0% | 0.6 | 1.0
O=C1CN(c2nc(-c3cccnc3)nc3sc4c(c23)CCCC4)CCN1 | -5.0% | 5.5% | -9.5% | -0.5 | -2.5% | -13.0% | -5.9 | 1.3
CCCOc1ccc(C(=O)c2nc3c(n2O)CCCC3)cc1 | 11.6% | 6.4% | -1.1% | -0.4 | -8.3% | 0.4% | 1.1 | -0.2
CSc1ncccc1C(=O)OCC(=O)NCCC1=CCCCC1 | 13.3% | -4.8% | 14.4% | -2.8 | 8.6% | 1.8% | 7.3 | 0.7
NS(=O)(=O)c1ccc(CNC(=O)c2cccc(Oc3ccccc3)c2)cc1 | -0.1%[57.1 µM] | -4.6% | 9.5% | -0.1 | 21.5% | -1.9% | -6.4 | 1.3
CC(C)Cc1nnc(NC(=O)CSc2ccccn2)s1 | 2.0% | 2.2% | -17.0% | 0.4 | 10.2% | ? | 1.5 | -1.3
CC12CCCCC1C(C(N)=O)C(=O)O2 (configuration not stated) | -0.6% | -0.2% | -12.6% | -3.3 | -5.6% | -1.1% | -0.2 | 1.2
CCNC(=S)N1CCN(CCN=CC2=C(O)CC(c3ccco3)CC2=O)CC1 (configuration not stated) | -9.7% | 12.0% | -10.5% | -0.1 | 12.9% | -9.2% | 1.3 | 1.1
COc1ccccc1N(CC(=O)NCC1CCCO1)C(=O)CCC(=O)Nc1nccs1 (configuration not stated) | 2.0% | 1.1% | -1.5% | -1.7 | -3.7% | 0.4% | -9.0 | 0.6
Cc1ccc(-c2csc3ncnc(NCCC(=O)O)c23)cc1 | -1.1% | -6.5% | -8.4% | -0.1 | 5.3% | -12.6% | ? | -2.2
C=C1CCN([C@@H](C)C(=O)OCc2cccc(C)c2)S(=O)(=O)c2ccccc21 | 3.6% | 12.8% | -3.1% | -0.6 | 13.6% | 6.1% | 1.6 | -3.7
CCCc1cc(=O)[nH]c2nnc(SCC(=O)Nc3nnc(SCC)s3)n12 | -11.1% | 4.7% | 18.3% | 0.6 | 9.9% | -9.5% | -26.3 | -0.9
COc1ccc([N+](=O)[O-])cc1NC(=O)CCc1ccccc1 | -1.5% | -6.1% | 10.8% | -0.1 | 1.6% | -5.2% | -5.8 | 0.8
Cc1ccc2c(c1)c(N=Nc1cccc(C(=O)O)c1)c(O)n2C | -6.0% | -9.0% | -11.3% | 0.3 | 7.1% | -19.5% | -14.6 | -4.0

A draw from above in order of heavy-atom count, rising.
SMILES | WRN inhibitor | EPAC1 ag | EPAC1 antag | IL2 activator | EPAC2 ag | PLK1 PBD inh | PI5P4Ka inh | CCT chaperon mod
CC12CCCCC1C(C(N)=O)C(=O)O2 (configuration not stated) | -0.6% | -0.2% | -12.6% | -3.3 | -5.6% | -1.1% | -0.2 | 1.2
Cc1nn(C(=O)c2cc3sccc3[nH]2)c(C)c1C | -1.3% | 0.9% | 1.7% | -1.0 | 2.5% | -1.6% | . | -1.8
Cc1ccc(-c2nc(CS(=O)CC(=O)NCCN3CCCC3)c(C)o2)cc1 (configuration not stated) | -0.6% | -9.7% | 5.1% | -2.5 | -4.7% | -4.3% | 6.9 | 1.5

An excerpt; the hit share may differ from the screen's.
